Screening data from PubChem BioAssay.
Tau ThT inhib: blocks human tau fibril formation measured by thioflavin T. AID 1460. Potency, µM (highest dose often 57.4 µM), without a hit: at the highest dose activity, negative = inhibition, actives largely listed as inhibitors. recombinant tau K18 P301L (four-repeat tau fragment), heparin-induced fibrillization, ThT fluorescence. 270,000 compounds, 2.1% hits. P10636; active means well fitted inhibition curve with a large enough effect; inconclusive means small, poorly fitted or top-dose-only effect; further: nearly all actives have a fitted effect of over 55% in size
Target sequence (P10636 561-689 P618L limits assumed): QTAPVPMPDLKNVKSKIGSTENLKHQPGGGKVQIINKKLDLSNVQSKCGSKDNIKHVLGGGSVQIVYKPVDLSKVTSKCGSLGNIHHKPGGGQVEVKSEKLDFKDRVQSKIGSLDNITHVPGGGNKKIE
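In this qHTS, human K18 P301L tau is incubated with compound and heparin for 6 hr at 37 C, and Thioflavin T fluorescence then reports fibril load.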
LMNA splice mod: modulators of lamin A splicing. HeLa LMNA splicing GFP/RFP minigene ratio, 48 h. Potency, µM (doses to about 46.1 µM), for the others: at the highest dose ratio change, negative = inhibition, usual class: inhibitors. AID 1487. 200,000 compounds, 0.01% hits; active means well fitted inhibition curve with a large enough effect in the signal ratio, with a control signal flat, not every such curve was filed as active; inconclusive means small, poorly fitted or top-dose-only effect, or effect the other way, or a change in a side signal; the % refers to the signal ratio
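Read-out is the ratio of GFP to DsRed2 object intensity, acquired by 488 nm laser-scanning cytometry on HeLa lamin A-EGFP minigene reporter cells. Compound incubation 48 hrs at 37 °C in Opti-MEM with 2% FBS; DMSO 0.5% final.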
Active calls of the source: *; ? = inconclusive; [ ] = remark or other dose. On the % scale 0 is the no-effect control and ±100 the full control effect; potency means the concentration at half of the fitted maximal effect.

LMNA splice mod	Tau ThT inhib	smiles
1%[46 µM]	2%	CCOC(=O)c1c(C)[nH]c(C)c1S(=O)(=O)N1CCCC(C(=O)N2CCN(c3ccccc3F)CC2)C1 (stereo not drawn)
2%[46 µM]	-12%	Cc1ccc2sc(N(Cc3cccnc3)C(=O)CCOc3ccccc3)nc2c1C
12%[46 µM]	?	CCN1CCN(c2csc3ccc(C)cc3c2=O)CC1
-6%[46 µM]	?	COc1ccc(-c2nn3c(=O)cc(CN4CCN(C(=O)c5ccc(C(C)(C)C)cc5)CC4)nc3s2)cc1
24%[46 µM]	?	COc1cc(-c2cc(OC)c3c(C)oc(C)c3c(=O)c2)ccc1OC(=O)c1ccccc1F
13%[46 µM]	-8%	COc1ccc(S(=O)(=O)NCCc2sc(-c3cccnc3)nc2C)c(F)c1
-26%[46 µM]	-3%	CCOC(=O)C1CCC(CN(Cc2ccc(Cl)cc2)S(=O)(=O)c2cccc(Cl)c2C)CC1 (stereo not drawn)
?	?	CCn1c2c(c(=O)n3ncc(C(=O)Nc4cccc(Cl)c4C)c13)CN(Cc1ccc(OC)cc1)CC2
-3%[46 µM]	5%	Cc1ccc(C)c(-c2[nH]c3c(c2-c2c(-n4cccc4)n(C)c(=O)[nH]c2=O)c(=O)[nH]c(=O)n3C)c1
6%[46 µM]	5%	CCOc1ccccc1NC(=O)N1CCC(N2CCN(Cc3ccccc3)C(=O)C2=O)CC1
5%[46 µM]	5%	O=C(NCc1ccccc1)C1CCN(c2ncnc3c2nc2n3CCCCC2)CC1
-19%[46 µM]	3%	N#Cc1ccc(C(=O)Nc2ccc3c(c2)N(C2CCCC2)C(=O)c2ccccc2S3)cc1
-7%[46 µM]	?	COc1ccc(NC(=O)c2ccc3nc(CCc4ccccc4)oc3c2)c(OC)c1
10%[46 µM]	17%	COc1ccc(C2C(C(=O)Nc3ccccc3)=C(C)Nc3nc(SCC(=O)c4ccc(C)cc4)nn32)cc1 (stereo not drawn)
-16%[46 µM]	5%	COCCCNC(=O)C1CCN(Cc2cc3ccccc3n2Cc2cccc(C)c2)CC1
?	-13%	Cc1ccc(C(=O)N2CCN(c3ccccc3F)CC2)cc1NC(=O)c1nsc2ccccc12
?	?	CCOc1ccccc1NC(=O)CCc1c(C)nn(-c2ccc(N3CCCCC3)nn2)c1C
?	1%	COc1ccc(NC(=O)CN2C(=O)CSc3ccc(S(=O)(=O)N(C)C)cc32)cc1OC
1%[46 µM]	-3%	COc1ccc(N2CCN(S(=O)(=O)CCNC(=O)c3cc(=O)c4ccccc4o3)CC2)cc1
-1%[46 µM]	-3%	CCOc1ccc(Nc2sc(C(=O)c3ccc4c(c3)OCO4)c(N)c2S(=O)(=O)c2ccc(C)cc2)cc1
-4%[46 µM]	?	CC1=C(C(=O)Nc2ccc(C)cc2C)C(c2ccc(O)cc2)n2nc(SCC(=O)c3ccc(C)cc3)nc2N1 (stereo not drawn)
?	-13%	CCOc1ccc(OCC(=O)NCCS(=O)(=O)N2CCN(c3cccc(Cl)c3)CC2)cc1
-6%[46 µM]	?	COCCn1c(C)cc(O)c(C(c2cccc(F)c2)N2CCN(c3ccccc3)CC2)c1=O (stereo not drawn)
6%[46 µM]	-9%	CC(C)(C)OC(=O)N1CCC(c2c(C(=O)N3CCCCC3)cnn2-c2ccccc2Cl)CC1

Part of the list above in order of SMILES length, lowest first.
LMNA splice mod	Tau ThT inhib	smiles
5%[46 µM]	5%	O=C(NCc1ccccc1)C1CCN(c2ncnc3c2nc2n3CCCCC2)CC1
-16%[46 µM]	5%	COCCCNC(=O)C1CCN(Cc2cc3ccccc3n2Cc2cccc(C)c2)CC1
?	?	CCOc1ccccc1NC(=O)CCc1c(C)nn(-c2ccc(N3CCCCC3)nn2)c1C
6%[46 µM]	5%	CCOc1ccccc1NC(=O)N1CCC(N2CCN(Cc3ccccc3)C(=O)C2=O)CC1
?	-13%	Cc1ccc(C(=O)N2CCN(c3ccccc3F)CC2)cc1NC(=O)c1nsc2ccccc12
-19%[46 µM]	3%	N#Cc1ccc(C(=O)Nc2ccc3c(c2)N(C2CCCC2)C(=O)c2ccccc2S3)cc1
1%[46 µM]	-3%	COc1ccc(N2CCN(S(=O)(=O)CCNC(=O)c3cc(=O)c4ccccc4o3)CC2)cc1
10%[46 µM]	17%	COc1ccc(C2C(C(=O)Nc3ccccc3)=C(C)Nc3nc(SCC(=O)c4ccc(C)cc4)nn32)cc1 (stereo not drawn)
-1%[46 µM]	-3%	CCOc1ccc(Nc2sc(C(=O)c3ccc4c(c3)OCO4)c(N)c2S(=O)(=O)c2ccc(C)cc2)cc1
-4%[46 µM]	?	CC1=C(C(=O)Nc2ccc(C)cc2C)C(c2ccc(O)cc2)n2nc(SCC(=O)c3ccc(C)cc3)nc2N1 (stereo not drawn)
-3%[46 µM]	5%	Cc1ccc(C)c(-c2[nH]c3c(c2-c2c(-n4cccc4)n(C)c(=O)[nH]c2=O)c(=O)[nH]c(=O)n3C)c1

The results go on:
LMNA splice mod	Tau ThT inhib	smiles
-2%[46 µM]	4%	O=C(c1ccccc1Cl)N1CCN(CCc2ccccn2)CC1
-2%[46 µM]	-16%	COc1cccc(-n2cc(C(=O)NCc3ccccc3OC)c3ccccc3c2=O)c1
?	-17%	CCOc1ccc(NC(=O)CSC2=Nc3ccccc3C3=NC(CC(=O)NCc4ccco4)C(=O)N23)cc1 (stereo not drawn)
-4%[46 µM]	2%	O=C(CN1C(=O)c2cccnc2Oc2ccc(Cl)cc21)NCCCN1CCCCC1
6%[46 µM]	0%	O=C(CN1C(=O)COc2ccc(S(=O)(=O)N3CCCCCC3)cc21)NCc1ccc(Cl)cc1
9%[46 µM]	-8%	COc1ccc(N2CCN(C(=O)c3ccc4c(c3)N(Cc3cccc(Cl)c3)C(=O)c3ccccc3S4(=O)=O)CC2)cc1
?	12%	Cc1ccccc1NS(=O)(=O)c1ccc2[nH]cc(C(=O)NC(C)c3ccccc3)c(=O)c2c1 (stereo not drawn)
11%[46 µM]	-6%	O=C(CSc1nnc(-c2ccccc2)c(-c2ccccc2)n1)NCCc1ccccc1
0%[46 µM]	0%	O=C(CSc1nc(=O)n(CCN2CCOCC2)c2c1CCC2)Nc1cccc(Cl)c1
?	-5%	COc1ccc(NC(=O)Cc2ccc(NC(=O)N3CCCCc4ccccc43)cc2)c(OC)c1
?	-6%	Cc1ccc(OCc2ccc(-c3nc(C#N)c(NCc4ccccc4Cl)o3)o2)cc1
-2%[46 µM]	-10%	COc1ccc(NC(=O)Cn2cc(S(=O)(=O)Cc3ccc(F)cc3)c3ccccc32)cc1OC

2 compounds drawn at random from the list so far, as already listed:
LMNA splice mod	Tau ThT inhib	smiles
?	-17%	CCOc1ccc(NC(=O)CSC2=Nc3ccccc3C3=NC(CC(=O)NCc4ccco4)C(=O)N23)cc1 (stereo not drawn)
-2%[46 µM]	-16%	COc1cccc(-n2cc(C(=O)NCc3ccccc3OC)c3ccccc3c2=O)c1

Later entries
LMNA splice mod	Tau ThT inhib	smiles
-20%[46 µM]	-15%	Cc1ccc(CN2C(=O)C3(c4ccccc42)N(c2cccc(F)c2)C(=O)CS3(=O)=O)cc1 (stereo not drawn)
?	-13%	CCc1ccc(OCC2c3cc(OC)c(OC)cc3CCN2C(=O)Cc2ccc(OC)c(OC)c2)cc1 (stereo not drawn)
?	?	CC(=O)c1ccc(N2CCN(C(=O)c3cc4ccc5cccnc5c4[nH]3)CC2)cc1
6%[46 µM]	-4%	CC(=O)c1ccc(N2CCN(C(=O)c3cc(S(=O)(=O)N4CCCCCC4)cn3C)CC2)cc1
-8%[46 µM]	-7%	COc1ccccc1CNC(=O)c1cc(S(=O)(=O)N2CCCC(C)C2)cn1C (stereo not drawn)
?	5%	COc1ccc(-c2cc(=O)n3[nH]cnc3n2)cc1
7%[46 µM]	?	Cc1cccc(OC(=O)c2snnc2C)c1
-4%[46 µM]	0%	Cc1ccccc1NC(=O)c1ccc(F)c(S(=O)(=O)NC2CCCC2)c1
?	0%	COc1ccc(CNc2ncnc3c2c(-c2ccccc2)cn3-c2ccc(C)c(Cl)c2)cc1
?	-9%	CCC1CN(C(=O)C2CCN(S(=O)(=O)c3c(C)noc3/C=C/c3ccccc3F)CC2)c2cc(C)ccc2O1 (stereo not drawn)
-16%[46 µM]	-7%	Cc1cccn2c3c(c(=O)nc12)C(c1ccc(F)cc1)CC(=O)N3 (stereo not drawn)
?	-11%	Cc1c(CCNC(=O)Cc2ccc(F)cc2)sc2nc(-c3ccc(F)cc3)nn12
15%[46 µM]	14µM*	O=C(COc1ccccc1F)Nc1nnc(S(=O)(=O)N2CCCCCC2)s1
-5%[46 µM]	6%	CCCNC(=O)N1CCN(S(=O)(=O)c2ccc3c(ccn3C)c2)CC1
?	-7%	CCOc1ccccc1CNC(=O)CCc1c(C)nn(-c2ccc(N3CCCC3)nn2)c1C
6%[46 µM]	6%	CCCCOc1ccc(S(=O)(=O)n2nc(C)c(S(=O)(=O)N3CCC(C)CC3)c2C)cc1
0%[46 µM]	2%	CCOc1cc(C(=O)Nc2nnc3n2CCS3)cc(OCC)c1OCC
5%[46 µM]	-11%	Cc1ccc(N2CCN(C(=O)CCS(=O)(=O)c3cc4c(cc3Cl)NC(=O)CO4)CC2)c(C)c1
?	11%	O=C(CSc1nc2c([nH]c3ccccc32)c(=O)n1-c1cccc(Cl)c1)c1ccccc1
18%[46 µM]	-2%	CCOc1ccc(NC(=O)C(C)Sc2nc3ncccc3o2)cc1 (stereo not drawn)
21%[46 µM]	-8%	COc1ccc(N2CC(NC(=O)CCCc3ccccc3)CC2=O)cc1 (stereo not drawn)
8%[46 µM]	0%	CCc1ccc(S(=O)(=O)Nc2ccc3c(c2)sc(=O)n3C)cc1
?	-3%	O=C(CN1c2ccccc2S(=O)(=O)c2ccccc21)Nc1ccccc1Cl
10%[46 µM]	3%	CC(=O)N1CCCc2cc(S(=O)(=O)N3CCCC(C(=O)Nc4ccc(C)cc4C)C3)ccc21 (stereo not drawn)
2%[46 µM]	-14%	CCN(C(=O)c1cn(-c2ccc(OC)cc2)c(=O)c2ccccc12)c1cccc(Cl)c1
-12%[46 µM]	-4%	CCC1CN(C(=O)N2CCC(C(=O)Nc3cc(C)ccc3C)CC2)c2ccccc2O1 (stereo not drawn)
-6%[46 µM]	?	COc1ccc(-c2cn3nc(N4CCCC(C(=O)Nc5cccc(OC)c5)C4)sc3n2)cc1 (stereo not drawn)
-17%[46 µM]	?	CCN(c1cccc(C)c1)S(=O)(=O)c1nnc(NC(=O)C2CCCCC2)s1
-11%[46 µM]	?	CCc1ccc(CN2CCc3nc(Nc4ccc5c(c4)OCCO5)ncc3C2)cc1
-4%[46 µM]	-5%	Cc1cccc(CC(=O)Nc2cccc(-c3cn4cccnc4n3)c2)c1
0%[46 µM]	0%	CCCn1ccc2c(OCC(=O)NCc3ccc(C)cc3)cccc2c1=O
-9%[46 µM]	?	COc1ccc(C(=O)NCCc2csc(-c3ccc(Cl)cc3)n2)c(OC)c1
-10%[46 µM]	-6%	CCOC(=O)c1cc(S(=O)(=O)N2CCN(c3cc(Cl)ccc3C)CC2)[nH]n1
?	-23%	Cc1ccccc1C(=O)Nc1ccc2nc(Nc3cccc(C(F)(F)F)c3)cc(C)c2c1
13%[46 µM]	?	COc1ccccc1CNc1nc(-c2ccco2)nn1C(=O)c1ccccc1[N+](=O)[O-]
-11%[46 µM]	?	CCOC(=O)c1c(C)oc2nc(C)nc(NCc3ccc(OC)cc3)c12
-21%[46 µM]	11%	CCCNC(=O)CN1C(=O)c2cccnc2Sc2ccccc21
9%[46 µM]	3%	COc1ccc2sc(N(Cc3cccnc3)C(=O)COc3ccccc3)nc2c1
8%[46 µM]	-8%	CCOc1cc(C(=O)N2CCc3c([nH]c4ccccc34)C2c2ccccc2)cc(OCC)c1OCC (stereo not drawn)
-22%[46 µM]	?	CCOc1ccc(-c2nnc(SCC(=O)NCc3ccc(C)cc3)nc2-c2ccc(OCC)cc2)cc1
?	-2%	O=C(Nc1ccc2c(c1)N(C1CCCC1)C(=O)c1ccccc1S2)c1ccccc1
11%[46 µM]	-5%	CCOC(=O)c1[nH]c(C)c(CCC(=O)NCc2ccc(C)cc2)c1C
?	-17%	COc1ccc(Nc2oc(-c3ccc(COc4ccc(OC)cc4)o3)nc2C#N)cc1
5%[46 µM]	2%	O=C(c1ccc2c(c1)OCCO2)N(Cc1cccnc1)c1nc2ccc(Cl)cc2s1
-30%[46 µM]	9%	COc1cccc(CNC(=O)c2cc(S(=O)(=O)N3CCCCCC3)cn2C)c1
?	-12%	CCOc1ccc(OC(=O)c2cn(-c3ccc(C)cc3)c(=O)c3ccccc23)cc1
20%[46 µM]	-3%	Oc1c(C(c2ccccc2)N2CCOCC2)sc2nc(-c3ccco3)nn12 (stereo not drawn)
-20%[46 µM]	13µM*	CC1Cc2ccccc2N1S(=O)(=O)c1nnc(NC(=O)c2ccccc2Br)s1 (stereo not drawn)
-5%[46 µM]	-6%	CCOC(=O)N1CCN(Cc2nc3cc(NC(=O)CC)ccc3n2C(C)C)CC1
?	?	O=C(COCc1cc(-c2ccc3c(c2)OCO3)on1)N1CCN(c2ccccc2)CC1
7%[46 µM]	0%	CC(C)CCNC(=O)C(=O)Nc1c2c(nn1-c1ccc(Cl)cc1)CSC2
?	-10%	COc1ccc(CNC(=O)c2cc(C)nc3c2c(C)nn3-c2cccc(Cl)c2C)cc1

A portion of the library; the hit share may differ from the screen's.
